UBC13 inh: inhibitors of human UBC13 polyubiquitin chain formation; TR-FRET; inhibition, % at 20 µM; P61088; hit rate 0.47% among 330,000; in the data active = inhibition above about 45%, passing the limit was not always enough; inconclusive = no clear call, values can overlap the other calls
Gli-Sufu block: antagonists of Gli-Sufu signaling | inhibition, % at 5 µM | hit rate 0.74% among 340,000 | Sufu-KO-LIGHT fibroblasts, Gli luciferase reporter luminescence;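 active = inhibition above about 55%, limit read from the data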;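 also: 0% = DMSO-treated cells and 100% = wells with medium but no cells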
CXCR6 inh: inhibitors of human CXCR6 receptor. O00574. CHO-K1 PathHunter CXCR6 beta-arrestin, luminescence. inhibition, % at 20 µM. hit rate 0.36% among 360,000; in the data active = inhibition above about 34%, passing the limit was not always enough;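 also: antagonist mode with CXCL16 agonist at 10 nM final; 0% = 10 nM CXCL16 with DMSO and 100% = unstimulated wells without agonist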
Target sequence (O00574 whole entry, looked up): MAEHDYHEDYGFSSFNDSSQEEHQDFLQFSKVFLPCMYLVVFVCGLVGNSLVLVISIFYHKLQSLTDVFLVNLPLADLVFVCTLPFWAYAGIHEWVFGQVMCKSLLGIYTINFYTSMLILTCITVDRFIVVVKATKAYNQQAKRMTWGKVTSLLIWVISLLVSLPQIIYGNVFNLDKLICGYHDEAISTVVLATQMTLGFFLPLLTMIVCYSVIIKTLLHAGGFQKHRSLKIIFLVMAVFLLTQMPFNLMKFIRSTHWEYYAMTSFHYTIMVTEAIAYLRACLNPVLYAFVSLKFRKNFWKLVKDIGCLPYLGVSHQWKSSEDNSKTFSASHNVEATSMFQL
Jurkat NFkB inh: lowers PMA/ionomycin-induced NF-kB signal in Jurkat cells; PMA/ionomycin-induced NF-kB luciferase reporter, luminescence; inhibition, % at 4 µM; hit rate 0.53% among 330,000; AID 435003; in the data active = inhibition above about 50%
697 NFkB inh: lowers PMA/ionomycin-induced NF-kB signal in 697 B cells; 697 B-cell NF-kB luciferase reporter, 16 h; inhibition, % at 4 µM; hit rate 0.33% among 330,000; in the data active = inhibition above about 35%
EBI2 antag: blocks human EBI2 receptor beta-arrestin signaling; P32249; EBI2 beta-arrestin recruitment, luminescence, 7a,25-OHC stimulated; inhibition, % at 5 µM; hit rate 0.81% among 360,000; AID 651636; in the data active = inhibition above about 38%;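 also: enzyme fragment complementation signal reports receptor beta-arrestin coupling in cells; 0% = agonist plus DMSO wells and 100% = wells without agonist; some results beyond the cut were filed as inactive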
Target sequence (P32249 whole entry, looked up, the tested form may be a part): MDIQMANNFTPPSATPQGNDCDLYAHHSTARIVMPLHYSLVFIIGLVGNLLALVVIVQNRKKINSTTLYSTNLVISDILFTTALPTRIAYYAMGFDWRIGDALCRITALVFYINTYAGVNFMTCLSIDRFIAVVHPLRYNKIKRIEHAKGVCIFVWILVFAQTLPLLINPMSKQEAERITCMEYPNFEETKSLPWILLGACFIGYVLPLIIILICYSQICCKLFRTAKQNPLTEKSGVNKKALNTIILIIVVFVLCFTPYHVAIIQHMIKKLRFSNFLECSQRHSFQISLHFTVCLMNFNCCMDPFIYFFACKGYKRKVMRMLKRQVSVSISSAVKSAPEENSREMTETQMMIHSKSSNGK
CCR6 antag: CCR6 (human) receptor antagonism | CHO-K1 CCR6 PathHunter beta-arrestin, luminescence, CCL20-stimulated | inhibition, % at 20 µM | hit rate 0.49% among 340,000;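 active = compounds whose inhibition of the agonist-driven luminescence signal at 20 µM reaches about 50%, limit read from the data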;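 also: cells stimulated with CCL20 at 14 nM final; plate controls were DMSO with CCL20 for no effect and DMSO without agonist for full effect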
Target sequence (P51684 whole entry, looked up): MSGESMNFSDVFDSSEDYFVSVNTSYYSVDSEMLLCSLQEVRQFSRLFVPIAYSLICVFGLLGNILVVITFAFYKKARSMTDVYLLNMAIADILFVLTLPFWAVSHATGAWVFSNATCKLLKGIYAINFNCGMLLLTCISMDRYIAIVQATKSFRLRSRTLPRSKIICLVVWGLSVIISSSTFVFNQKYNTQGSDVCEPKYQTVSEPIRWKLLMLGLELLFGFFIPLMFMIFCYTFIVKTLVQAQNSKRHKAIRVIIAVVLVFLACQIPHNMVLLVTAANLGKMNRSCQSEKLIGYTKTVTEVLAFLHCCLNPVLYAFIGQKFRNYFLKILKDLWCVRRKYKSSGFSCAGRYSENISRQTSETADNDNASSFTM
APJ antag: APJ receptor antagonism | CHO-K1 APJ beta-arrestin complementation, luminescence | inhibition, % at 20 µM | hit rate 0.32% among 330,000;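 active = inhibition above about 40% at 20 µM, limit read from the data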;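 also: cells challenged with 10 nM apelin-13 agonist together with compound; plate controls were apelin-13 plus DMSO wells for no effect and DMSO wells lacking apelin-13 for full effect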
Numbers without * were called inactive; i = inactive; ? = inconclusive; / = no result given.

SMILES	UBC13 inh	Gli-Sufu block	CXCR6 inh	Jurkat NFkB inh	697 NFkB inh	EBI2 antag	CCR6 antag	APJ antag
Cc1ccnc2nc(C(=O)N3CCN(c4ccc(F)cc4)CC3)nn12	2	4	2	-5	17	3	-6	5
CCSc1nnc(NC(=O)Cn2cnc3c2c(=O)n(C)c(=O)n3C)s1	-16	22	1	-2	0	2	-3	13
Cc1nc(CCNC(=O)CC2C(=O)NCCN2CC(C)C)nc2c1CCC2 (stereo unspecified)	-10	-2	1	-10	-2	6	5	-40
COC(=O)c1cc(S(=O)(=O)NCCCc2ccco2)c[nH]1	-5	9	4	2	-2	-9	13	-36
O=C(Nc1nnc(-c2ccccc2)o1)NC1CCCCC1	0	-18	13	-10	-14	-6	24	-3
CC1CCCN(C(=O)Cc2cccc3ccccc23)C1 (stereo unspecified)	0	0	-1	-6	0	5	14	12
Cc1noc(C)c1S(=O)(=O)Nc1ccc2c(c1)CC(=O)N([C@H](C)CO)C[C@H](C)[C@@H](CN(C)CC1CC1)O2	19	7	-5	-11	11	-7	-3	7
CN(C)C(=O)c1ccc(-n2cnc3ccccc3c2=O)cc1	4	-10	1	-12	-3	-4	-3	-6
Cc1nnc(NC(=O)CSc2ncnc3scc(-c4ccccc4)c23)s1	3	1	-3	0	5	9	10	10
CCOC(=O)C1CCCN(C(=O)c2cccc([N+](=O)[O-])c2C)C1 (stereo unspecified)	1	-9	2	-3	5	0	-11	3
CCn1c(C)cc(/C=C2/NC(=O)N(CC(=O)Nc3cccc(C)c3)C2=O)c1C	/	0	-3	/	/	1	8	/
COc1ccc(NC(=O)c2ccco2)cc1NC(=O)c1c(F)c(F)c(OC)c(F)c1F	6	-1	-1	20	-10	10	-7	-12
COC(=O)c1ccc(C2C(Oc3ccccc3)C(=O)N2CCc2ccc(OC)c(OC)c2)cc1 (stereo unspecified)	10	5	11	-2	7	-1	4	-13
CCn1c(SCC(=O)NC(C)C(C)C)nc2cc(S(=O)(=O)N3CCOCC3)ccc21 (stereo unspecified)	2	12	0	3	13	-2	3	7
Cc1ccccc1NC(=S)C1=C(O)c2sccc2N(C)S1(=O)=O	2	-2	12	7	14	-15	8	9
Cc1nn(CC(=O)O)c(C)c1NC(=O)c1cccs1	2	-7	-10	8	11	11	11	-3
O=C(NCCCN1CCC(Cc2ccccc2)CC1)C1CC(=O)N(C2CCCC2)C1 (stereo unspecified)	8	9	4	8	13	-10	7	18
Cc1cc(NC(=O)CCC(=O)N(CCc2ccccc2)C(C(=O)NC2CCCC2)c2ccco2)no1 (stereo unspecified)	1	-13	6	-16	-4	-1	-5	-7
Cc1cc(C)c(C#N)c(SCc2cc3c(cc2Cl)OCO3)n1	3	1	-1	1	-34	9	0	10
COC(=O)CSC1=C(C#N)C(c2sccc2C)CC(=O)N1 (stereo unspecified)	3	10	-5	9	-16	-9	-3	3

(continued)
SMILES	UBC13 inh	Gli-Sufu block	CXCR6 inh	Jurkat NFkB inh	697 NFkB inh	EBI2 antag	CCR6 antag	APJ antag
Cc1ccc(/C(N)=N/OC(=O)COc2ccccc2Cl)cc1	6	-80	-6	-69	-63	-6	6	10
CCOc1cc(Br)c(C(=O)O)cc1OC	-5	-12	-2	-18	8	11	-14	-13
Cc1ccccc1CC(=O)Nc1ccc2c(C)cc(=O)oc2c1	6	-11	2	4	20	0	-6	-1
CC1(C)Cc2ccccc2-c2nc(NCCO)n(-c3ccccc3)c(=O)c21	?	8	8	-3	5	4	0	6
CC(Sc1nnc(C2CC2)n1C)C(=O)Nc1ccc2c(c1)CCC2 (stereo unspecified)	-2	-2	-6	6	-13	11	-1	-6
COc1cccc(C(=O)NCCS(=O)(=O)NCCc2ccc(OC)c(OC)c2)c1	5	6	0	2	-12	3	4	2
Cc1csc(SCC(=O)Nc2ncc(Cl)c(C)c2Cl)n1	-2	9	0	11	22	-1	3	17
c1ccc(OCCOc2ncnc3sccc23)cc1	4	-47	4	-47	-82	3	2	8
CN(C(=O)c1nc(-c2ccccc2)n(-c2ccccc2)n1)C1CCS(=O)(=O)C1 (stereo unspecified)	6	13	-2	3	11	-8	4	-1
O=C1c2cccc3c(Cl)ccc(c23)C(=O)N1O	-24	-19	-8	9	-23	1	-2	-9
CCC(=O)N1CCc2cc(S(=O)(=O)CCC(=O)Nc3ccc(OC)cc3)ccc21	0	-3	-4	-13	0	16	4	9
CCN(CC)c1ccc(/C=N/Nc2ccc(C)cc2)c(O)c1	/	12	-10	/	/	-9	7	/
O=C(COC(=O)CNC(=O)c1ccccc1Cl)Nc1cc(C(F)(F)F)ccc1Cl	13	41	3	2	26	-7	-7	-1
Cc1ccc(NC(=S)NC(C)CCc2ccccc2)cc1C (stereo unspecified)	0	-3	0	40	-9	4	7	-1
CN(C)S(=O)(=O)c1ccc(N2CCCC2)c(C(=O)NNC(=O)COc2ccccc2F)c1	1	2	6	9	5	-5	3	0
CC(C)C[C@H](NC(=O)[C@@H]1Cc2c([nH]c3ccccc23)C2c3ccccc3C(=O)N21)C(=O)NCC1CCCO1 (stereo partly specified)	6	1	-4	9	8	3	-9	0
O=C(C(=O)N1CCCC1)c1c[nH]c2ccccc12	-6	7	4	4	9	7	10	-10
CCN(CC(=O)Nc1c(F)cccc1F)C(=O)CSCC(=O)Nc1cccc(C)c1	3	-4	8	-4	-1	-4	8	-38
CC(=O)Nc1ccc(C2(O)COc3ccccc3O2)cc1 (stereo unspecified)	4	-12	-7	-26	-3	0	-11	5
c1ccc(Cn2nnc3c(NCc4ccc5c(c4)OCO5)ncnc32)cc1	19	0	5	12	13	-3	5	12

Shown with each value named: entries from further up.
CN(C(=O)c1nc(-c2ccccc2)n(-c2ccccc2)n1)C1CCS(=O)(=O)C1 (stereo unspecified)
  UBC13 inh: 6
  Gli-Sufu block: 13
  CXCR6 inh: -2
  Jurkat NFkB inh: 3
  697 NFkB inh: 11
  EBI2 antag: -8
  CCR6 antag: 4
  APJ antag: -1
CCn1c(SCC(=O)NC(C)C(C)C)nc2cc(S(=O)(=O)N3CCOCC3)ccc21 (stereo unspecified)
  UBC13 inh: 2
  Gli-Sufu block: 12
  CXCR6 inh: 0
  Jurkat NFkB inh: 3
  697 NFkB inh: 13
  EBI2 antag: -2
  CCR6 antag: 3
  APJ antag: 7
Cc1ccnc2nc(C(=O)N3CCN(c4ccc(F)cc4)CC3)nn12
  UBC13 inh: 2
  Gli-Sufu block: 4
  CXCR6 inh: 2
  Jurkat NFkB inh: -5
  697 NFkB inh: 17
  EBI2 antag: 3
  CCR6 antag: -6
  APJ antag: 5
Cc1ccccc1CC(=O)Nc1ccc2c(C)cc(=O)oc2c1
  UBC13 inh: 6
  Gli-Sufu block: -11
  CXCR6 inh: 2
  Jurkat NFkB inh: 4
  697 NFkB inh: 20
  EBI2 antag: 0
  CCR6 antag: -6
  APJ antag: -1

Remaining list, next part:
SMILES	UBC13 inh	Gli-Sufu block	CXCR6 inh	Jurkat NFkB inh	697 NFkB inh	EBI2 antag	CCR6 antag	APJ antag
CCC(CC)=N/N=C/c1c(O)n(CC)c2cc(C3=NNC(=O)CC3)ccc12	-15	7	4	-14	22	-6	-3	-17
CNC(=O)c1c(Cl)cnn1-c1ccccc1	-12	-11	0	-20	-9	-7	-10	-4
Cc1cccc(CC2CC(=O)N(c3ccccc3)C2=O)c1 (stereo unspecified)	-16	4	-5	-29	-61	-1	7	2
CCS(=O)(=O)N1CCC(C(=O)NCCc2ccccc2)CC1	0	-7	-8	-3	-2	-13	2	5
COc1cc(CN(C)CC2CCCN(CCc3ccc(F)cc3)C2)c(Cl)cc1O (stereo unspecified)	5	55*	-3	-3	-1	4	4	21
COc1cccc(NC(=O)CN(C)C(=O)c2cc(S(=O)(=O)N3CCCCCC3)ccc2OC)c1	13	-13	-3	6	1	7	5	8
C[C@H](CO)N1C[C@H](C)[C@@H](CN(C)C(=O)NC2CCCCC2)Oc2ccc(NS(=O)(=O)c3ccccc3)cc2C1=O	-4	7	-3	2	3	-1	-6	1
O=C(Cn1c(=O)oc2ccccc21)Nc1ccc2c(c1)OCCO2	5	-2	-5	-15	-12	3	15	-9
CCc1ccc(N(CC(=O)NC(C)(C)C)C(=O)CCC(=O)Nc2ccccn2)cc1	-5	3	1	9	-14	2	17	11
C=CCOc1ccc(C2C(C#N)=C(N)N(Nc3ccccc3)C3=C2C(=O)CC(C)(C)C3)cc1OC (stereo unspecified)	0	12	-11	-16	-40	-3	-12	-34
COc1cc(C(C)=O)ccc1COc1ccc(C(=O)OCC(=O)NC2CCS(=O)(=O)C2)cc1OC (stereo unspecified)	1	2	3	3	9	-2	5	-3
COc1cccc(/C=C/C(=O)Nc2ccc(C(=O)Nc3cccc(S(N)(=O)=O)c3)cc2)c1OC	1	4	-9	7	14	-5	12	-1
CN1CCN(c2ccc(C(=O)c3cn(-c4ccc(F)c(Cl)c4)nn3)cc2)CC1	3	2	-6	-31	-48	-1	-2	-16
CCOC(=O)c1[nH]cnc1C(=O)NC1CCCCC1	-13	5	-6	4	-1	3	4	2
Cc1ccc(O)c(-c2cc(C(=O)Nc3c(C)n(C)n(-c4ccccc4)c3=O)[nH]n2)c1	7	-5	14	-20	-21	10	10	2
Cc1sc2ncnc(N3CCC(C(=O)N(C)CC(=O)Nc4ccccc4Br)CC3)c2c1C	27	27	-7	9	-19	20	-6	-4
CCCCc1nnc(NC(=O)CSc2nc(O)c(Cc3ccccc3)c(=O)[nH]2)s1	3	-1	-2	-15	-9	5	-2	-24
Nc1[nH]n(-c2ccccc2)c(=O)c1N=Nc1ccccc1	-71	-38	8	-53	-70	-1	27	2
O=C(CCl)Nc1ccc(Oc2cnc3ccccc3n2)cc1	-6	1	-7	12	30	-9	-10	0
O=C(O)CCC(=O)CCC(=O)c1ccccc1	6	-16	-4	1	8	-9	1	-6

Next section.
SMILES	UBC13 inh	Gli-Sufu block	CXCR6 inh	Jurkat NFkB inh	697 NFkB inh	EBI2 antag	CCR6 antag	APJ antag
CC(=O)Nc1c(NCC(C)C)c2ccccc2oc1=O	4	3	-3	19	13	5	-8	-5
NC(=O)CCNC(=O)c1ccc(Cl)cc1	-1	-7	-1	-18	7	-3	-7	0
N#Cc1c(NC(=O)CSc2nnc(-c3ccccc3)o2)sc2c1CCCC2	-17	-3	-2	-1	-2	16	10	6
O=C1c2ccccc2-c2onc3ccc(NCc4ccco4)c1c23	i	19	18	-16	-10	-1	27	-49
COc1ccccc1OCc1nc(-c2cccc([N+](=O)[O-])c2)no1	0	-9	-2	-22	11	-2	-14	-1
Cc1cc(C)n(C(=O)CCCn2cc([N+](=O)[O-])cn2)n1	6	-10	0	-7	13	0	-5	2
COc1ccc(-c2cc(=O)c(C(=O)c3ccc(C)cc3)n[nH]2)cc1	2	6	3	6	13	13	10	-1
O=C(/C=C/c1cnc2ccccc2n1)NC12CC3CC(CC(C3)C1)C2	-8	/	-2	-156	-153	12	18	8
Cc1c(Cl)cccc1NC(=O)CSc1nnc(C)n1-c1ccccc1	-2	11	-7	1	12	2	6	13
CN(C)S(=O)(=O)Nc1ccc2c(c1)Cc1ccccc1-2	-2	-18	-5	0	-17	0	0	13
COc1ccc(NS(=O)(=O)c2ccc(C)c(C(=O)N(C)Cc3ccc(OC)cc3OC)c2)cc1	2	14	0	19	21	7	17	12
Cn1c(NN)nc2c1c(=O)n(Cc1ccccc1)c(=O)n2C	8	4	12	10	0	7	31	5
CC(=O)Nc1ccc(NC(=O)C(C)Sc2n[nH]c(-c3ccc(C)cc3)n2)cc1 (stereo unspecified)	-2	-3	-9	6	11	-2	9	14
Cc1oc(-c2ccccc2F)nc1CS(=O)CC(=O)NC1CCCC1 (stereo unspecified)	-2	0	-1	8	1	-16	12	22
Cc1ccc2nc(-c3ccc(SCC(=O)Nc4nnc(C)s4)nc3)[nH]c2c1	-7	7	-9	-114	-59	8	6	-10
O=C(CC(=O)c1ccccc1)Nc1cccnc1Cl	4	-47	9	-25	-25	1	23	0
CC1CC(=O)N(CCc2ccccc2)C(=O)C1	/	-1	0	/	/	-11	10	/
O=C(c1ccccc1NS(=O)(=O)c1ccc(Br)s1)N1CCCC1	-6	2	1	1	-7	-7	-12	-12
CN(C)C(=O)c1c2c(nc3ccccc13)CCCC2	-7	1	6	-8	-3	-10	2	18
CCOC(=O)c1c(-c2ccccc2)csc1NC(=O)CSc1nncs1	-5	/	0	15	-66	-7	17	13
COc1ccc(CN(C(=O)c2snc(C(N)=O)c2N)C(CC(C)C)C(=O)NC2CCCCC2)cc1 (stereo unspecified)	15	13	10	8	9	12	16	20
COC(=O)Cn1c(=O)n(CCc2ccccc2)c(=O)c2c3c(sc21)CCCC3	13	11	-2	11	16	21	13	12
